# Menin MLL FP TR: qHTS Assay for Inhibitors Targeting the Menin-MLL Interaction in MLL Related Leukemias: Competition With Texas Red Labeled MLL-derived Mutant Peptide | O00255 | AID 1768, 2009 | Potency, µM (titrated, usually from 61.6 µM), without a hit: top-dose FP activity change, negative = inhibition, usual class: inhibitors | Menin + Texas Red MLL mutant peptide, fluorescence polarization | actives 0.23% (n = 270,000); active means well fitted inhibition curve with a large enough effect in the polarisation, with a control signal flat, not every such curve was filed as active; inconclusive means small, poorly fitted or top-dose-only effect, or effect the other way, or a change in a side signal; inactive means no such curve, though single readings can be large or run the other way; the % refers to the polarisation; further: potency means the concentration at half of the fitted maximal effect; % of control where 0% means no effect; many of its hits are not listed in these tables
# Target sequence (O00255 whole entry, looked up): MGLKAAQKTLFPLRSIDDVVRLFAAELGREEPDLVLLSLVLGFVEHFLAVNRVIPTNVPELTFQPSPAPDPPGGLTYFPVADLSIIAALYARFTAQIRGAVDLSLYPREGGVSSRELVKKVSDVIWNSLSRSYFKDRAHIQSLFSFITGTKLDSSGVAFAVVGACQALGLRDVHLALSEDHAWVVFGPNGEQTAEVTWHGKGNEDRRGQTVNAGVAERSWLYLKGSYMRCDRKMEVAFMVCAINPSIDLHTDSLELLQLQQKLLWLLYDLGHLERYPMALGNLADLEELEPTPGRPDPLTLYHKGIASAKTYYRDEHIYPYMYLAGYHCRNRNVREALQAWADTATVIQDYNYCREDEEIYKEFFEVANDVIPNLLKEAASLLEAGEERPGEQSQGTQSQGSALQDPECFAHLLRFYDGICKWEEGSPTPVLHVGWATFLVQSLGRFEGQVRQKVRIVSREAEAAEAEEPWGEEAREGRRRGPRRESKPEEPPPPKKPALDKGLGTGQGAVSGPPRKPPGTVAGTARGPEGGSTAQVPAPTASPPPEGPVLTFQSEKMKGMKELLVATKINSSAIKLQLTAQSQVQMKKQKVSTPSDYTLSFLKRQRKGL
# KCNH2 WT inh: qHTS for Inhibitors of KCHN2 3.1: Wildtype qHTS. Voltage-gated inwardly rectifying potassium channel KCNH2 (Homo sapiens), Q12809. U2OS, BacMam KCNH2, thallium flux FluxOr; hits give low values. activity change, % at 1.84 µM. actives 0.37% (n = 340,000). AID 720551, 2013;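 active means maximum activity change below -70%; inconclusive means maximum activity change between -70% and -50%; inactive means maximum activity change above -50%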; further: on the % scale 0 is the no-effect control and ±100 the full control effect
#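 U2OS cells were transduced with wild-type KCNH2 virus (2.03 x 10^8 / mL) for 4 h at room temperature, then cultured overnight at 37 C. Thallium flux was read with FluxOr dye. Rate constants were normalized to DMSO controls.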
# TSHR antag: Antagonists of the Thyroid Stimulating Hormone Receptor: HTS campaign; Thyrotropin receptor (Homo sapiens), P16473; TSHR-expressing cells, TSH-stimulated cAMP HTRF, 2 h; hits give low values; activity change, negative = inhibition, % at 11.5 µM; actives 0.2% (n = 330,000); AID 504810, 2011;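 active means activity change below a set negative limit, meaning inhibition stronger than a set level, cut at about -70% in these data; inconclusive means activity change between two set negative limits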; further: on the % scale 0 is the no-effect control and ±100 the full control effect
#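 Freshly harvested TSHR cells receive pin-tooled compound, then EC80 TSH at 4nM final. After 2 hours at 37 deg C, antibody in lysis buffer and cAMP-d2 are added; 30 minutes at ambient temperature precede the HTRF read.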
# MBNL1-CUG inh: qHTS Assay for Inhibitors of MBNL1-poly(CUG) RNA binding | Potency, µM (series often up to 57.5 µM), without a hit: at the highest dose activity change, negative = inhibition, most hits filed as inhibitors | TR-FRET MBNL1-His/biotin-(CUG)12 binding, 665/545 ratio | AID 2675, 2010 | actives 0.036% (n = 280,000); active means well fitted inhibition curve with a large enough effect in the signal ratio, with a control signal flat, not every such curve was filed as active; inconclusive means small, poorly fitted or top-dose-only effect, or effect the other way, or a change in a side signal; inactive means no such curve, though single readings can be large or run the other way; the % refers to the signal ratio; further: potency means the concentration at half of the fitted maximal effect; on the % scale 0 is the no-effect control and ±100 the full control effect
# Target sequence (Q9NR56 whole entry, looked up): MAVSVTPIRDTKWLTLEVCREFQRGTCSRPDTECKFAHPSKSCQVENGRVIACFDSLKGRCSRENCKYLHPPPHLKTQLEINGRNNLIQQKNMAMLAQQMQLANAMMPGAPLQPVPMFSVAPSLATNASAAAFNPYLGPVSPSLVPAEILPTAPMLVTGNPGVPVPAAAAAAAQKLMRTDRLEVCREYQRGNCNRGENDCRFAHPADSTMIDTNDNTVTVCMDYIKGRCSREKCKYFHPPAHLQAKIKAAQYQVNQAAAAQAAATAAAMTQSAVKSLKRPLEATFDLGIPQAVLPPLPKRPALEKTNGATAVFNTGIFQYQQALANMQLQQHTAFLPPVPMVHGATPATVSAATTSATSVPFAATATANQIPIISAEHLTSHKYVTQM
#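 TR-FRET readout: Ex 340 nm, 665/545 nm emission ratio, normalized to buffer-only (basal) and MBNL1-(CUG)12 controls. Complex of MBNL1-His with Biotin-(CUG)12, compounds 92 nM–58 uM, incubated 60 min at room temperature.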
# BCR signal inh: qHTS Assay to Find Inhibitors of Chronic Active B-Cell Receptor Signaling. ABC-DLBCL IkBa-CBG/CBR reporter, luminescence ratio, 4 h. actives 0.05% (n = 340,000). AID 493014, 2011. Potency, µM (series often up to 46.1 µM), for the others: top-dose ratio change, negative = lower green/red ratio, usual class: inhibitors; active means well fitted inhibition curve with a large enough effect in the signal ratio, with a control signal flat, not every such curve was filed as active; inconclusive means small, poorly fitted or top-dose-only effect, or effect the other way, or a change in a side signal; the % refers to the signal ratio;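 further: potency means the concentration at half of the fitted maximal effect; plate controls were basal doxycycline-induced cells for no effect and cells given 10 µM MG132 for full effect; MG132 reads +100%, hits lower the ratio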
#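 TMD8 ABC-DLBCL cells carrying doxycycline-inducible green luciferase fused to IkappaBalpha plus unfused red luciferase were exposed to compounds (up to 46 uM) for 4 hrs at 37C. Activity came from the overlap-corrected green/red luminescence ratio.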
# Mito fusion yeast: qHTS Assay for Small Molecule Inhibitors of Mitochondrial Division or Activators of Mitochondrial Fusion; S. cerevisiae fusion-defective mutant growth rescue, CellTiterGlo 48 h; Potency, µM (titrated, usually from 46.1 µM), for the others: at the top dose growth rescue (activation), actives largely listed as activators; actives 0.23% (n = 320,000);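 further: potency means the concentration at half of the fitted maximal effect; % of control where 0% means no effect; nearly all actives have a fitted effect of over 45% in size; temperature-sensitive fusion mutants such as fzo1-1 at 37 °C on non-fermentable ethanol glycerol medium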
#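 Read-out: ATP-based luminescence (CellTiterGlo, 10 min ambient) reporting growth of fusion-defective ts yeast after 48 hours at 37C on glycerol/ethanol YPEG medium in the presence of compound.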
# USP2a block: qHTS Assay for Inhibitors of Ubiquitin-specific Protease USP2a Using CHOP2 as the Reporter. actives 0.01% (n = 330,000). USP2 core, Ub-CHOP2 coupled fluorogenic reporter, 485/531. Potency, µM (titrated, usually from 38.3 µM), without a hit: at the highest dose activity change, negative = inhibition, most hits filed as inhibitors. AID 463254, 2010;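 further: potency means the concentration at half of the fitted maximal effect; plate controls were DMSO wells for no effect and full inhibition by NEM control for full effect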
#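 Cell-free coupled assay: 10nM USP2 core preincubated 30min RT with compound in Tris-HCl pH 8.0/CaCl2/CHAPS buffer, then 25nM Ub-CHOP2 and 25nM reporter substrate; fluorescence (Ex 485/Em 531) read after 60min RT, normalized to NEM inhibition, concentration-response curves fitted.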
# PKM2 act: qHTS Assay for Activators of Human Muscle isoform 2 Pyruvate Kinase | Potency, µM (top dose mostly 57.5 µM), for the others: top-dose activation, actives largely listed as activators | actives 0.34% (n = 260,000) | purified PKM2, Kinase-Glo ATP luminescence, activation; response scale: 0% is enzyme alone, no compound | Pyruvate kinase PKM (Homo sapiens), P14618; further: potency means the concentration at half of the fitted maximal effect; on the % scale 0 is the no-effect control and ±100 the full control effect; nearly all actives have a fitted effect of over 55% in size
#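 ATP formation by purified human PK-M2, quantified via coupled luciferase luminescence after 1 h at room temperature with 0.1 mM ADP and 0.5 mM PEP final.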
# ASM inhibitor: Inhibitors of Secretory Acid Sphingomyelinase (S-ASM): qHTS; placental ASM, HMU-PC fluorogenic substrate, 60 min; Potency, µM (top dose mostly 57.5 µM), for inactives: top-dose activity change, negative = inhibition, hits mostly inhibitors; actives 0.006% (n = 340,000); Sphingomyelin phosphodiesterase (Homo sapiens), P17405; further: potency means the concentration at half of the fitted maximal effect
#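 qHTS format. ASM enzyme prepared from human placenta hydrolyses the fluorogenic substrate HMU-PC0 (9 uM final) over 60 min at 37 °C after a 10 min compound preincubation.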
# Eya2 phos inh: qHTS Assay for Inhibitors of the Phosphatase Activity of Eya2 | recombinant Eya2, OMFP fluorescence dephosphorylation (OMFP is methylfluorescein phosphate) | Potency, µM (titrated, usually from 76.9 µM), for the others: top-dose activity, negative = inhibition, hits mostly inhibitors | actives 0.006% (n = 330,000) | AID 488837, 2010; further: potency means the concentration at half of the fitted maximal effect; on the % scale 0 is the no-effect control and ±100 the full control effect
#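 Eya2 (0.2 uM) preincubated 10 min at ambient with compound, then OMFP substrate added at 50 uM; 10 min reaction in 50 mM HEPES pH 7.5, 50 mM NaCl, 5 uM MgCl2, 0.05% BSA, 1 mM DTT. Fluorescence read at Ex 485/Em 525 nm.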
# GALK inh: qHTS Assay for Inhibitors of Human Galactokinase (GALK); AID 1868, 2009; P51570; Potency, µM (doses to about 57.5 µM), without a hit: at the top dose activity change, negative = inhibition, most hits filed as inhibitors; actives 0.007% (n = 270,000); Purified GALK, Kinase-Glo residual ATP luminescence; further: potency means the concentration at half of the fitted maximal effect; on the % scale 0 is the no-effect control and ±100 the full control effect
#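 Human GALK (5 nM) with 35 uM ATP and 100 uM galactose in 20 mM HEPES pH 8.0, 5 mM MgCl2, 60 mM NaCl, 1 mM DTT, 0.01% BSA. After 1 h at room temperature, leftover ATP was read by Kinase-Glo Plus luminescence.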
# The depositor's hits bear a star; ? = inconclusive; · = no result given; [ ] = another dose, or the depositor's remark. Unless noted, the call rests on the fitted dose curve; in most records, active means well fitted curve in the direction sought with a large enough effect; inconclusive means small, poorly fitted or top-dose-only effect, or another doubt; inactive means no such curve, though single readings can be large; an effect the other way counts as inactive or inconclusive. The list is partial; the hit share may differ from the screen's.
SMILES,Menin MLL FP TR,KCNH2 WT inh,TSHR antag,MBNL1-CUG inh,BCR signal inh,Mito fusion yeast,USP2a block,PKM2 act,ASM inhibitor,Eya2 phos inh,GALK inh
CC(C)CNC(=O)c1ccccc1NC(=O)c1ccc(CN2CCOCC2)cc1,6%,-14,-2,1%,2%,-10%,0%,-3%,2%,-32%,0%
COCCn1c(-c2ccccc2)nc2oc3cc(OC)ccc3c(=O)c2c1=O,6%,-26,0,-3%,1%,-1%,2%,1%,-1%,-22%,-2%
CC(=O)Nc1cccc(C)c1,·,-7,-7,·,-5%,-5%,0%,·,1%,-5%,·
CCOc1cc(C2C(C(=O)OC)=C(C)N=C3SCCC(=O)N32)ccc1OC(C)=O (stereo unspecified),-14%,2,-1,10%,-1%,1%,-1%,4%,0%,3%,-5%
CCS(=O)(=O)c1ccc(N)cc1,-5%,35,-6,-7%,-1%,3%,-3%,16%,3%,-7%,1%
C[n+]1cccc(C(=O)Nc2ccccc2)c1,18%,-5,3,3%,3%,2%,-2%,·,0%,8%,·
Cc1ccc(S(=O)(=O)NCC(=O)N2CCCC2)cc1,-7%,2,14,-1%,2%,-2%,0%,2%,-1%,-7%,-1%
COc1ccc(/C=N/NC(=O)c2cccc(O)c2)cc1Cn1nc(C)c([N+](=O)[O-])c1C,17%,6,-3,24%,?,-4%,0%,7%,-12%,2%,2%
CC1(NC(=O)Nc2cccc(Br)c2)CCS(=O)(=O)C1 (stereo unspecified),·,-6,-2,·,3%,·,5%,·,0%,-12%,·
CCOC(=O)c1sc(NC(=O)c2ccco2)nc1-c1ccccc1,?,30,-8,46%[activator],18%,-14%,-3%,5%,6%,-43%,4%
C/C=N/NC(=O)c1cc(Br)ccc1O,18%,-10,-9,-6%,?,-4%,-1%,1%,7%,-6%,0%
COc1cccc(CNC(=O)C2CCCN(S(=O)(=O)c3cnc[nH]3)C2)c1 (stereo unspecified),10%,-2,-3,0%,11%,1%,-1%,-3%,0%,0%,1%
O=C(CCNC(=O)c1ccccc1)NNC(=O)c1ccc(F)cc1,·,-5,·,·,1%,·,4%,·,3%,6%,·
CCOc1ccc(C(=O)Nc2cccc(C(=O)O)c2)cc1Cl,4%,-13,3,-4%,?,-6%,3%,2%,2%,1%,1%
O=C1[C@@H]2[C@H]3CC[C@H](C3)[C@@H]2C(=O)N1O,·,-6,3,-7%,?,0%,0%,-2%,-4%,4%,2%
CCOC(=O)c1oc2cc(O)c(CC)cc2c(=O)c1-c1ccc2c(c1)OCCO2,-5%,-7,-6,?,-10%,16%,3%,0%,-7%,-1%,2%
O=C(NCCN1CCOCC1)c1cccc(S(=O)(=O)NCc2ccccc2)c1,·,-4,-3,·,-2%,1%,0%,·,3%,19%,·
O=C(Cc1c[nH]c2ccccc12)NC1(C(=O)NC2CCCC2)CCCCC1,-1%,0,2,-5%,-15%,3%,-3%,-8%,-1%,?,0%
COC(=O)N(NC(=O)C(O)(c1ccccc1)c1ccccc1)c1ccc(C)cc1,2%,3,-10,-2%,-7%,2%,5%,-10%,0%,3%,0%
CN(/C=C/C(=O)C(F)(F)F)Cc1ccccc1,-2%,11,-2,-7%,1%,-2%,-1%,-4%,-2%,9%,5%
NC1=C(c2ccccc2)C(=O)NC1=O,-1%,·,12,?,1%,-9%,1%,·,-1%,21%,·
COc1ccc(S(=O)(=O)NCCc2nnc3ccc(SCC(=O)Nc4nc(C)cs4)nn23)cc1,12%,-1,-3,-4%,0%,-3%,2%,0%,1%,9%,0%
NC(=S)N/N=C/c1coc2c(ccc3ccccc32)c1=O,22%,-3,-11,2%,?,-7%,5%,2%,-3%,-8%,1%
O=C(Nc1ccon1)c1sc2cc(F)ccc2c1Cl,-5%,-1,-14,51%[activator],6%,1%,5%,-6%,0%,-19%,-3%
O=c1ccc(-c2ccc(S(=O)(=O)N3CCN(c4cccc(Cl)c4)CC3)o2)n[nH]1,·,2,25,22%,-18%,8%,3%,·,-2%,3%,2%
# (listing goes on)
SMILES,Menin MLL FP TR,KCNH2 WT inh,TSHR antag,MBNL1-CUG inh,BCR signal inh,Mito fusion yeast,USP2a block,PKM2 act,ASM inhibitor,Eya2 phos inh,GALK inh
COc1cccc(-c2nc(CS(=O)(=O)CC(=O)NC3CCCC3)c(C)o2)c1,-5%,0,-1,1%,-11%,-1%,2%,-6%,0%,-3%,1%
CC(C)CC(OC(=O)c1nsc(Cl)c1Cl)C(=O)NCC1CCCO1 (stereo unspecified),16%,-2,11,6%,9%,-10%,4%,-2%,22%,-2%,7%
CC(C)[C@H](NC(=O)c1c(F)cccc1F)C(=O)OCC(=O)NC(=O)NC1CCCC1,-10%,-13,1,-16%,0%,0%,0%,2%,-1%,-15%,-7%
COc1ccc(-c2noc(CCC(=O)NCCc3ccccc3)n2)cc1OC,-3%,1,4,-2%,?,-9%,2%,·,-2%,-4%,·
O=C(CNS(=O)(=O)c1ccc(Br)cc1)N1CCN(Cc2ccccc2)CC1,·,10,-6,-1%,4%,-7%,-3%,4%,-1%,-5%,-2%
COc1ccc(CC(=O)OCC(=O)NCc2ccco2)cc1,·,2,9,·,5%,-3%,1%,·,0%,-6%,·
CCCCC(CC)C1OCC(CN2CCCCC2)O1 (stereo unspecified),·,-16,30,0%,-2%,-6%,0%,-18%,-2%,20%,·
CC(C)c1ccc(S(=O)(=O)c2nnn3c2nc(N2CCCCC2)c2ccccc23)cc1,-3%,14,-6,3%,2%,20%,4%,2%,-6%,4%,-2%
COc1ccccc1NC(C)C(=O)N/N=C/c1cccs1 (stereo unspecified),-1%,4,3,12%,6%,-7%,2%,-37%,0%,4%,-2%
COc1ccc(NC(=O)N(C)C[C@H]2Oc3ccc(NS(=O)(=O)c4ccc(OC)cc4)cc3C(=O)N([C@H](C)CO)C[C@@H]2C)cc1,·,5,-2,·,-1%,·,3%,·,-2%,-2%,·
COc1cc2c(cc1OC)CN(C(=S)Nc1c(C)cccc1C)CC2,16%,-2,-1,3%,-3%,0%,1%,-3%,8%,-16%,0%
COC(=O)CC1C(=O)NCCN1C(=O)c1ccccc1 (stereo unspecified),-7%,13,0,-9%,-1%,-1%,0%,-5%,0%,4%,1%
CCCCn1c(SCC(=O)NCC2CCCO2)nc2ccc(N3CCOCC3)cc2c1=O (stereo unspecified),8%,3,0,20%,?,4%,3%,-6%,43%,-5%,2%
COc1ccc(N2CCN(Cc3nc4ccccc4c(=O)[nH]3)CC2)cc1,-22%,-9,8,7%,1%,2%,3%,-6%,1%,-1%,0%
Cc1c(Cl)cccc1NC(=O)COc1ccc(S(=O)(=O)N2CCOCC2)cc1,·,5,-6,0%,1%,1%,1%,0%,1%,1%,0%
Cc1c(NC(=O)COC(=O)C23CC4CC(CC(O)(C4)C2)C3)c(=O)n(-c2ccccc2)n1C,-11%,9,4,-3%,-1%,-1%,1%,-15%,0%,14%,10%
COc1ccc(C2/C(=C(\O)c3ccc4c(c3)OCCO4)C(=O)C(=O)N2CCCN(C)C)cc1 (stereo unspecified),3%,-9,-4,0%,2%,-1%,0%,2%,53%,10%,-1%
Cc1cccc(Nc2nnc(SC(C)C(=O)NC3CC3)s2)c1 (stereo unspecified),·,5,3,·,5%,2%,3%,·,0%,-6%,·
Cc1ccc2sc(NC(=O)c3cccc(N4C(=O)CCC4=O)c3)nc2c1C,·,-3,7,9%,?,-4%,1%,-1%,-3%,6%,-4%

# From PubChem BioAssay
